mcGAS inh: inhibitors of mouse cGAS; recombinant cGAS, Kinase-Glo ATP depletion luminescence; inhibition, % at 12.5 µM; 160,000 compounds, 0.15% hits; Q8C6L5;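 note: 0% = negative control wells and 100% = reference inhibitor with no enzyme activity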
NPYLR7 ag: mosquito NPYLR7 agonism. 270,000 compounds, 0.15% hits. AID 1259423. activation, % at 10 µM. HEK293T NPYLR7/Galpha15, GCaMP6s calcium fluorescence; in the data active = activation above about 40%;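 note: 0% = vehicle and 100% = reference agonist at the receptor; some compounds past the cut are filed as inactive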
hcGAS lum: human cGAS inhibition; Q8N884; recombinant h-cGAS, ATP depletion, Kinase-Glo luminescence; inhibition, % at 12.5 µM; 290,000 compounds, 0.081% hits; AID 1259398;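 note: 0% = vehicle reaction and 100% = reaction without DNA for no activity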
Target sequence (Q8N884 whole entry, looked up): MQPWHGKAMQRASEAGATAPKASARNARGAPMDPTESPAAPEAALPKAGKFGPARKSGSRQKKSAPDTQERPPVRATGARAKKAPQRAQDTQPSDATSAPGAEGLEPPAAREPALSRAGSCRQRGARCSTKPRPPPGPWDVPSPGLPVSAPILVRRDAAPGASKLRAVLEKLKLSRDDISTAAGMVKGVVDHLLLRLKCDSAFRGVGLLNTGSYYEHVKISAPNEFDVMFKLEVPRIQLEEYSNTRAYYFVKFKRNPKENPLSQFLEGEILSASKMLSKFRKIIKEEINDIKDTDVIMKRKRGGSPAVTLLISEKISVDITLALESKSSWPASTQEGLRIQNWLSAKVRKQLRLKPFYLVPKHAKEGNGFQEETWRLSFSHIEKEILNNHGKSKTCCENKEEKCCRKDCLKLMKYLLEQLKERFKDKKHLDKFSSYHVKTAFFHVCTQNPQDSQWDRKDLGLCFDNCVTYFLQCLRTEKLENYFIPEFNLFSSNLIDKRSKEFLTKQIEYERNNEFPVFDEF
Active calls of the source: *. Cut-off read from the data, not from the text of the source, unless noted: active = inhibition above about 40%; inactive = the rest.

How did Cc1cc(C(=O)CSc2nc(N)nc(N)n2)c(C)n1CCC1=CCCCC1 do in these assays?
NPYLR7 ag: 0; hcGAS lum: -2

How did CCOc1ccc2ccccc2c1C(=O)N1CCN(c2ncnc3c2nnn3CC)CC1 do in these assays?
NPYLR7 ag: 0; hcGAS lum: -5

Results for C#CCSc1nc(N)c(C#N)c(-c2cccc(Cl)c2)c1C#N ?
mcGAS inh: -3; NPYLR7 ag: 9; hcGAS lum: -7

How did COC(=O)C1(C(=O)OC)CC1(C(=O)OC)C(=O)OC do in these assays?
NPYLR7 ag: 1; hcGAS lum: -12

What do the screens show for `COc1ccc(C2=NNc3nc4c5ccccc5nc(=O)n4nc3C2)cc1`?
NPYLR7 ag: -2; hcGAS lum: -2

How did Cc1nnc(-c2cn(CC(=O)Nc3ccccc3)c3ccccc23)o1 do in these assays?
mcGAS inh: -8; NPYLR7 ag: 1; hcGAS lum: -4

What do the screens show for `Cn1ncnc1-c1ccnc(N2C[C@H]3CC[C@H]2C3)n1`?
NPYLR7 ag: 19; hcGAS lum: -3

What do the screens show for `Cc1cc(NC(=O)CNC2CCCCC2C)ccc1Br` (centres undefined)?
NPYLR7 ag: 5; hcGAS lum: -12

How did Cc1cc(O)c(CN2CCN(C)CC2)c2c1C(=O)/C(=C/c1cc3ccccc3o1)O2 do in these assays?
mcGAS inh: -9; NPYLR7 ag: 8; hcGAS lum: -8

Results for COCc1nc(N2CCc3[nH]nc(C4CCC4)c3C2)c2cnn(C)c2n1 ?
NPYLR7 ag: 6; hcGAS lum: -3

How did CC1(C)C[C@H]2C[C@@H](Oc3ccccn3)[C@H](N3CCc4ccccc4C3)[C@]2(O)CO1 do in these assays?
mcGAS inh: -6; NPYLR7 ag: 8; hcGAS lum: -11

Results for Cc1nc2c(c(N3CCCC3)n1)CCN(C(=O)c1occc1C)C2 ?
NPYLR7 ag: 0; hcGAS lum: -8

How did COc1cc2c(cc1OC)CN(C(=O)NCc1cccc(F)c1)CC2 do in these assays?
NPYLR7 ag: 6; hcGAS lum: -10

How did CN(CCCc1cccnc1)CC1CCN(C)C1(C)C (centres undefined) do in these assays?
mcGAS inh: -6; hcGAS lum: -14

How did Cc1nc(-c2ccc(Cl)cc2)nc(N2CCN(S(=O)(=O)c3ccc(F)cc3)CC2)c1Cc1ccccc1 do in these assays?
mcGAS inh: -4; NPYLR7 ag: -4; hcGAS lum: -2

What do the screens show for `CSc1nccn2nc(-c3ccc(F)cc3)cc12`?
mcGAS inh: -11; NPYLR7 ag: -3; hcGAS lum: -5

What do the screens show for `CCC(C)CNCc1cnc(SC)nc1N(CC)CC` (centres undefined)?
mcGAS inh: -6; NPYLR7 ag: -1; hcGAS lum: -5

How did COc1ccc(-n2c(C(C)N(CCc3ccccc3)C(=O)Nc3cccc(Br)c3)nc3ccccc3c2=O)cc1 (centres undefined) do in these assays?
mcGAS inh: -5; NPYLR7 ag: 18; hcGAS lum: -2

Results for Cc1cc(C)n(-c2ccc(S(N)(=O)=O)cc2)n1 ?
NPYLR7 ag: 12; hcGAS lum: -11

Results for CN(Cc1ncc(C(C)(C)C)o1)C1CC(=O)N(Cc2ccccc2)C1=O (centres undefined) ?
NPYLR7 ag: 17; hcGAS lum: -7

What do the screens show for `COc1ccc(CN(CC(C)C)CC(C)(C)O)cc1OC`?
mcGAS inh: -6; NPYLR7 ag: 26; hcGAS lum: -4

How did COc1ccccc1-n1cc(C(=O)N[C@@H]2C[C@@H](CO)N(C)C2)cn1 do in these assays?
NPYLR7 ag: 2; hcGAS lum: -5

How did CC(NC(=O)c1cn[nH]n1)C(c1ccccc1)c1ccccc1 (centres undefined) do in these assays?
NPYLR7 ag: 0; hcGAS lum: -9

How did O=S(=O)(NN=Cc1c[nH]c2ccccc12)c1ccc(Br)cc1 do in these assays?
NPYLR7 ag: -5; hcGAS lum: 0

What do the screens show for `Cc1c(C(=O)NCCOc2ccccc2)cnc2c(-c3c(F)cccc3Cl)cnn12`?
mcGAS inh: -2; NPYLR7 ag: 15; hcGAS lum: -5

How did O[C@H]1CN(c2ncnc3[nH]ccc23)C[C@@H]1N1CCN(c2ccccn2)CC1 do in these assays?
mcGAS inh: -18; NPYLR7 ag: 4; hcGAS lum: 2

What do the screens show for `Cc1nc(N2CCCC2)nc(-c2ccc(F)c(CO)c2)c1C`?
NPYLR7 ag: -1; hcGAS lum: -2

Results for CC1CCCN(CC(=O)Nc2sc3c(c2C#N)CCCC3)C1 (centres undefined) ?
NPYLR7 ag: -6; hcGAS lum: -2

What do the screens show for `Cc1ccc(N(CCCCN2C(=O)c3ccccc3C2=O)C(=O)Cc2cccc3ccccc23)cc1`?
mcGAS inh: -2; NPYLR7 ag: -6; hcGAS lum: -3

How did Cc1ccc(NC(=O)CC(=O)NCCc2csc(C(C)C)n2)cc1 do in these assays?
NPYLR7 ag: -2; hcGAS lum: -12

How did CC(C)[C@H]1CC[C@H](C)C[C@H]1OCC(=O)NCCCN(C)c1ccccc1 do in these assays?
mcGAS inh: 1; NPYLR7 ag: 26; hcGAS lum: -3

How did CCC(C)C1CN(Cc2ccc(C)nc2)CCN1 (centres undefined) do in these assays?
NPYLR7 ag: 8; hcGAS lum: -8

Results for CN(Cc1cnccn1)C(=O)CC1C(=O)NCCN1CC(c1ccccc1)c1ccccc1 (centres undefined) ?
mcGAS inh: -3; NPYLR7 ag: 3; hcGAS lum: 0

Results for CCOC(=O)CC(=O)N1CCN(c2nccc(-c3cc(OC)c(OC)c(OC)c3)n2)CC1 ?
mcGAS inh: -6; NPYLR7 ag: 4; hcGAS lum: -8

What do the screens show for `Cc1cc(C)c2c(n1)nn1c(N3CCC(Cc4ccccc4)CC3)cc(C)nc21`?
mcGAS inh: -9; NPYLR7 ag: 0; hcGAS lum: -7

What do the screens show for `O=S(=O)(NCC1(O)CCCC1)c1cc(F)ccc1F`?
NPYLR7 ag: 3; hcGAS lum: -6

How did CCCCOc1ccc(-c2cc3c(=O)n(Cc4nc(-c5ccc(C)cc5)no4)ccn3n2)cc1 do in these assays?
mcGAS inh: -7; NPYLR7 ag: -3; hcGAS lum: -4

What do the screens show for `CCC(C)(C)NS(=O)(=O)c1ccc2c(c1)CCC(=O)N2`?
NPYLR7 ag: 2; hcGAS lum: -12

Results for O=[N+]([O-])c1ccc(Nc2ccc(F)cc2)c([N+](=O)[O-])c1 ?
mcGAS inh: -5; NPYLR7 ag: 2; hcGAS lum: -11

Results for O=C1OCCN1c1ccc(NC(=O)N2CCCCCC2c2ccncc2)cc1 (centres undefined) ?
NPYLR7 ag: 13; hcGAS lum: -10

Sorted by formula weight (lowest first): three of the compounds above.
How did CCC(C)C1CN(Cc2ccc(C)nc2)CCN1 (centres undefined) do in these assays?
NPYLR7 ag: 8; hcGAS lum: -8

What do the screens show for `CSc1nccn2nc(-c3ccc(F)cc3)cc12`?
mcGAS inh: -11; NPYLR7 ag: -3; hcGAS lum: -5

How did CCOc1ccc2ccccc2c1C(=O)N1CCN(c2ncnc3c2nnn3CC)CC1 do in these assays?
NPYLR7 ag: 0; hcGAS lum: -5

In the list so far, 4 contain an NH in an aromatic ring:
Results for COCc1nc(N2CCc3[nH]nc(C4CCC4)c3C2)c2cnn(C)c2n1 ?
NPYLR7 ag: 6; hcGAS lum: -3

How did CC(NC(=O)c1cn[nH]n1)C(c1ccccc1)c1ccccc1 (centres undefined) do in these assays?
NPYLR7 ag: 0; hcGAS lum: -9

How did O=S(=O)(NN=Cc1c[nH]c2ccccc12)c1ccc(Br)cc1 do in these assays?
NPYLR7 ag: -5; hcGAS lum: 0

How did O[C@H]1CN(c2ncnc3[nH]ccc23)C[C@@H]1N1CCN(c2ccccn2)CC1 do in these assays?
mcGAS inh: -18; NPYLR7 ag: 4; hcGAS lum: 2

The list goes on.
Results for CCCNC(=O)CCCC(=O)N1CCN(c2ccnc(-c3ccccc3)n2)CC1 ?
NPYLR7 ag: 12; hcGAS lum: -11

Results for NC(=O)c1ccsc1NC(=O)CCCC(=O)O ?
mcGAS inh: -6; NPYLR7 ag: -1; hcGAS lum: -7

Results for O=C(O)CCC(=O)NNC(=O)c1cc2ccccc2cc1O ?
mcGAS inh: -6; NPYLR7 ag: -8; hcGAS lum: -3

Results for Cc1nn(C)c(C)c1CN(C)Cc1cccc(C(=O)Nc2c(C)noc2C)c1 ?
NPYLR7 ag: -1; hcGAS lum: -8

Results for CCCCNC(=O)CN(C)C(=O)c1cccc(-c2ccc(O)cc2)c1 ?
NPYLR7 ag: 2; hcGAS lum: -7

Results for CCONC(=O)c1cc(-c2ccccc2)nc2cc(C(C)(C)C)nn12 ?
mcGAS inh: -6; NPYLR7 ag: 15; hcGAS lum: 0

How did CC(C)CCNC(=O)c1[nH]ncc1[N+](=O)[O-] do in these assays?
mcGAS inh: -5; NPYLR7 ag: -1; hcGAS lum: 0

How did Cc1nc(CN(C)C(=O)C2c3ccccc3-c3ccccc32)no1 do in these assays?
NPYLR7 ag: 2; hcGAS lum: -7

How did CC(=O)Nc1ccc(Nc2nc(-c3ccccc3)c3cc(Cl)ccc3n2)cc1 do in these assays?
mcGAS inh: -6; NPYLR7 ag: -2; hcGAS lum: -8

What do the screens show for `COCCNC(=O)c1nn(-c2cccc(F)c2)c(=O)n(Cc2ccccc2C)c1=O`?
mcGAS inh: -6; NPYLR7 ag: 12; hcGAS lum: -6

How did O=C(Cn1cnc([N+](=O)[O-])n1)N/N=C\c1ccccc1OCc1ccc(Br)cc1 do in these assays?
mcGAS inh: -8; NPYLR7 ag: -9; hcGAS lum: -4

What do the screens show for `COc1ccc(NC(=O)C2C=CCN2)cc1NC(=O)c1ccco1` (centres undefined)?
mcGAS inh: -18; NPYLR7 ag: 64*; hcGAS lum: -6

Results for COc1ccc(S(=O)(=O)c2cnc3ccc(OC)cc3c2N2CCCC2)cc1 ?
mcGAS inh: -2; NPYLR7 ag: 6; hcGAS lum: -1

How did Cc1ccc(Cn2c(=O)c(C(=O)NCC3CC3)nn(-c3ccccc3)c2=O)cc1 do in these assays?
mcGAS inh: -4; NPYLR7 ag: 12; hcGAS lum: -6

What do the screens show for `COC(=O)c1ccc(COC(CN2CCN(C(=O)c3sc4ccccc4c3Cl)CC2)c2ccc(Cl)cc2)cc1` (centres undefined)?
mcGAS inh: -8; hcGAS lum: -8

Results for COc1ccc2c(=O)c3c(=O)n(CCc4ccccc4)c(C)nc3oc2c1 ?
NPYLR7 ag: 7; hcGAS lum: -8

How did COc1cc(CN2CCCC(CNC(=O)c3cccs3)C2)c(Cl)cc1O (centres undefined) do in these assays?
NPYLR7 ag: 5; hcGAS lum: -5

Results for Cc1ccc(C2=NN(c3nc(-c4ccccc4)c4cc(Cl)ccc4n3)C(c3ccc(Br)cc3)C2)cc1 (centres undefined) ?
NPYLR7 ag: -8; hcGAS lum: -5

What do the screens show for `CCCCc1ccc(C(=O)N2CCN(C(C(=O)N3CCCCC3C)C3CCCC3)CC2)cc1` (centres undefined)?
mcGAS inh: -2; NPYLR7 ag: 6; hcGAS lum: -5

How did COc1ccccc1C1NC(=O)NC(C)=C1C(N)=O (centres undefined) do in these assays?
mcGAS inh: -1; NPYLR7 ag: 4; hcGAS lum: -2

Results for Cc1oc(-c2cccs2)nc1CSC(C)C(C)O (centres undefined) ?
mcGAS inh: -7; NPYLR7 ag: 12; hcGAS lum: -5

What do the screens show for `COCCCN(CC(=O)Nc1cc(C(C)(C)C)nn1-c1cccc(C)c1)C(=O)Nc1ccc(OC)cc1`?
mcGAS inh: -2; NPYLR7 ag: 11; hcGAS lum: 1

What do the screens show for `Cc1nc(-c2cccs2)sc1C(=O)OCC(=O)N1CCCCC1`?
mcGAS inh: -6; NPYLR7 ag: -1; hcGAS lum: 0

Results for CCCSc1nc(-c2ccc(OC)cc2)cc(-c2ccccc2OC)c1C#N ?
mcGAS inh: -4; NPYLR7 ag: -3; hcGAS lum: 0

How did CN(C)c1ccc(CCCNC(=O)Cn2cccnc2=O)cc1 do in these assays?
NPYLR7 ag: -3; hcGAS lum: -2

What do the screens show for `CCOc1c(Br)cc(/C=N\NC(=O)COc2nc(C)c(Br)c(COC)c2C#N)cc1OC`?
mcGAS inh: -4; NPYLR7 ag: 12; hcGAS lum: -7

How did Cc1c(CN2CCC(c3cc(C(C)C)n[nH]3)CC2)c(=O)n(-c2ccccc2)n1C do in these assays?
NPYLR7 ag: 16; hcGAS lum: -13

How did NC(=O)c1cnc2n1CCN(C(=O)C1CCCc3c1[nH]c1ccccc31)C2 (centres undefined) do in these assays?
mcGAS inh: -16; NPYLR7 ag: 27; hcGAS lum: -5

Results for COc1ccc(OC)c(/C=C2\Oc3c(ccc4c3CN(CC3CCCO3)CO4)C2=O)c1 (centres undefined) ?
mcGAS inh: -4; NPYLR7 ag: 12; hcGAS lum: -5

How did CC[C@H](NC(=O)c1c(C)c(-c2ccccc2)nc2ccccc12)c1ccccc1 do in these assays?
mcGAS inh: -4; NPYLR7 ag: 3; hcGAS lum: -6

Results for O=C(Nc1cc(Cl)ccc1OCC(F)(F)F)C1CCCN(C(=O)C2CC2)C1 (centres undefined) ?
NPYLR7 ag: 1; hcGAS lum: 3

How did O=C(Cn1cnc2sc3c(c2c1=O)CCC3)NCCC1=CCCCC1 do in these assays?
NPYLR7 ag: 7; hcGAS lum: -8

What do the screens show for `CC1CN(Cc2ccccn2)Cc2cc(Cl)ccc2O1` (centres undefined)?
NPYLR7 ag: 17; hcGAS lum: -5

Results for COc1ccc(-c2csc(=Nc3cccc(C(C)=O)c3)n2-c2ccccc2Oc2ccccc2)cc1 ?
mcGAS inh: -4; NPYLR7 ag: -6; hcGAS lum: -6
